Bioassay records as filed in PubChem BioAssay.
NR3A LBD binder = binders of NR3A ligand-binding domain, primary screen, biophysical, differential scanning fluorimetry, uHTS. Glutamate receptor ionotropic, NMDA 3A (GRIN3A) ligand-binding domain. NR3A LBD differential scanning fluorimetry, Tm shift; 0% = protein alone, 100% = glycine-bound protein. Tm shift relative to glycine control, % at 25 µM. 340,000 tested, 2.5% active;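 active means melting temperature shift of at least 10% of the positive control shift, at one fixed dose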
ATG4B inh = ATG4B protease inhibitors, primary screen, biochemical, fluorescence, uHTS | Cysteine protease ATG4B (Homo sapiens), Q9Y4P1 | ATG4B cleavage of LC3-PLA2, NBD-HPC fluorescence, 1 h | inhibition, % at 8.33 µM | 340,000 tested, 0.51% active; in the data active means inhibition above about 40%
Target sequence (Q9Y4P1 whole entry, looked up): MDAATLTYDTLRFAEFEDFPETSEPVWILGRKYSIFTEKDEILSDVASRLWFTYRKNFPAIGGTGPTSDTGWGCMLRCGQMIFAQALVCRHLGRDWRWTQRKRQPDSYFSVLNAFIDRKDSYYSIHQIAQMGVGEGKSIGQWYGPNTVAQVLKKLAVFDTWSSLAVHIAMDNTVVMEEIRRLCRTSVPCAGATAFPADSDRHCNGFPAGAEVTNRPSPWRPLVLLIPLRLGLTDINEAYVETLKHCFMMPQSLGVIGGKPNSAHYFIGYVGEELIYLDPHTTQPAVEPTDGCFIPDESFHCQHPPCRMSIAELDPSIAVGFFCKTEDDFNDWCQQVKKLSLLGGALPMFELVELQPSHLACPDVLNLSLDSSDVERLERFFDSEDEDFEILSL
MPTP block = mitochondrial permeability transition pore inhibitors, primary screen, biochemical, isolated mouse mitochondria, absorbance. inhibition, % at 10 µM. Ca2+ swelling absorbance, 30 min. 360,000 tested, 1.4% active;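 active means inhibition of 50% or more, scaled per plate between neutral and stimulator controls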;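 further: 0% = DMSO wells given calcium and 100% = 1 mM EGTA wells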
SENP7 inh = SENP7 protease inhibitors, primary screen, biochemical, luminescence, uHTS; Sentrin-specific protease 7 (Homo sapiens), Q9BQF6; recombinant SENP7, Z-RLRGG-aminoluciferin luminescence, 40 min; inhibition, % at 5 µM; 330,000 tested, 1.5% active; AID 434973, 2010;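 active means inhibition above about 50% at the single test dose, limit read from the data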;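 further: plate controls were DMSO with enzyme for no effect and no enzyme buffer wells for full effect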
PfGluPho inh = PfG6PD enzyme inhibitors, primary screen, biochemical, fluorescence intensity, uHTS; glucose-6-phosphate dehydrogenase-6-phosphogluconolactonase (Plasmodium falciparum 3D7); 350,000 tested, 0.78% active; inhibition, % at 20 µM; PfGluPho enzyme, NADPH resazurin-diaphorase fluorescence;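 active means inhibition reaching at least a set limit at 20 µM in the primary screen, cut at about 59% in these data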;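 further: 0% = DMSO wells with substrate and 100% = DMSO wells lacking glucose-6-phosphate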
SENP6 inh = SENP6 protease inhibitors, primary screen, biochemical, luminescence, uHTS | 330,000 tested, 1.8% active | Sentrin-specific protease 6 (Homo sapiens), Q9GZR1 | Recombinant SENP6 catalytic domain, aminoluciferin luminescence | inhibition, % at 10 µM;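 active means inhibition above about 50% at the single tested dose, limit read from the data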;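 further: plate controls were DMSO wells with enzyme for no effect and DMSO wells lacking enzyme for full effect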
Target sequence (Q9GZR1 628-1112 limits assumed): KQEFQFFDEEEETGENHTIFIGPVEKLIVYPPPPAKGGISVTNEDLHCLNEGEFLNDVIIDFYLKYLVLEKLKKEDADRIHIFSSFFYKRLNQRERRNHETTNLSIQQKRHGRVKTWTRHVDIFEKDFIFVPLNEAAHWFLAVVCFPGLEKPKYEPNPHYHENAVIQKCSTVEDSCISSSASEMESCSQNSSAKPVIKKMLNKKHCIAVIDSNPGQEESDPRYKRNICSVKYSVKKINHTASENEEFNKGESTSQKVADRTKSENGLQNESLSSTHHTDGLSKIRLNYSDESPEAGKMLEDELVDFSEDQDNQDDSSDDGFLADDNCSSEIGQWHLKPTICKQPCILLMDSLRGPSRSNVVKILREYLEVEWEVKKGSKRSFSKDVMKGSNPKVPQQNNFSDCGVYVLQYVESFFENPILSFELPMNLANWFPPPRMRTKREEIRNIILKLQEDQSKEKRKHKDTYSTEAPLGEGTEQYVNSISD
SENP8 block = human SENP8 protease inhibitors, primary screen, biochemical, fluorescence, Nedd8 protein substrate, uHTS | Sentrin-specific protease 8 (Homo sapiens), Q96LD8 | recombinant SENP8 | inhibition, % at 20 µM | 360,000 tested, 0.64% active; in the data active means inhibition mostly above about 40%, no sharp cut-off; inactive means mostly below about 27%
Target sequence (Q96LD8 whole entry, looked up): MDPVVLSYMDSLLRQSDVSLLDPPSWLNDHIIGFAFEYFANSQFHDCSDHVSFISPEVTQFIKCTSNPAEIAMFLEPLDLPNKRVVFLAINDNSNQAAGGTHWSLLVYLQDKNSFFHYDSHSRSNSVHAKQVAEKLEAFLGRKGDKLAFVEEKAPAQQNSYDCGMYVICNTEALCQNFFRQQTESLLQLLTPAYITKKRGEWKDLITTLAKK
HKDC1 inh = HKDC1 hexokinase inhibitors, primary screen, biochemical, fluorescence, uHTS | recombinant HKDC1, G6PDH/diaphorase resazurin coupled fluorescence | inhibition, % at 20 µM | AID 493160, 2011 | 340,000 tested, 0.16% active;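 active means inhibition above about 35% when tested at 20 µM, limit read from the data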;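 further: plate controls were DMSO wells with enzyme for no effect and DMSO wells lacking enzyme for full effect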
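Incubation: 90 min at room temperature in dark / Material: recombinant HKDC1 (HK5) hexokinase enzyme, produced in-house / Quantity: enzyme 5 µg/mL final / Compound: one dose of 20 µM, 1% DMSO / Reagent: glucose and ATP substrates / Buffer or medium: Tris pH 8.0 buffer with MgCl2, Tween-20, BSA, BME / Technique: resorufin fluorescence at 613 nm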
* hit, by the source's call; nt = not tested or not shown. No enrichment for hits. Share with any hit: about 6.9%.

SMILES | NR3A LBD binder | ATG4B inh | MPTP block | SENP7 inh | PfGluPho inh | SENP6 inh | SENP8 block | HKDC1 inh
CNC(=S)N1CCN=C1Nc1nc(C)cc(C)n1 | -1 | -5 | 0.9 | 6 | 3 | 20 | 4 | 11
O=C(OCC(=O)N1CCOCC1)C(c1ccccc1)c1ccccc1 | 2 | -4 | -3.2 | nt | 3 | nt | 13 | -1
CC(=Nc1ccccc1)C1=C(O)CCCC1=O | -1 | -5 | 0.0 | 1 | -5 | -3 | 6 | -6
CN(Cc1ccccc1F)C(=O)COc1ccc(C(=O)c2ccccc2)cc1 | 2 | -11 | 1.1 | -10 | 6 | -11 | 10 | -2
O=C(CC1SC(=Nc2ccccc2)N(CCCCO)C1=O)NCc1ccccc1 (centres undefined) | 1 | -15 | -1.3 | 4 | -13 | -1 | 29 | -2
O=C(/C=C/c1ccccc1)NC(=S)Nc1ccc(N2CCOCC2)c(Cl)c1 | -1 | 0 | 6.5 | -2 | -8 | -19 | 15 | -4
COc1ccc(-c2cc(C(=O)N3CC4(C)CC3CC(C)(C)C4)no2)cc1OC (centres undefined) | 0 | 5 | -1.5 | 10 | -6 | -2 | -11 | 4
COc1cc2c(cc1OC)C(c1ccc(Br)cc1)NC(=O)C2 (centres undefined) | 2 | 0 | -0.1 | -2 | -24 | 9 | 12 | -6
CN1C(=O)C(C)(C)c2cc(S(=O)(=O)N3CCCC(C(=O)Nc4ccc(Cl)cc4)C3)ccc21 (centres undefined) | -4 | -19 | -0.3 | 0 | 16 | -3 | 10 | -4
Cc1ccc(N2C(=O)C3C4C=CC(CNC(=S)N5CCN(c6cccc(C)c6)C(C)C5)(O4)C3C2=O)cc1 (centres undefined) | -2 | -4 | 4.6 | -2 | 6 | 9 | 34 | -3
CSc1ccc(CNC(C)(C)CO)cc1 | 0 | -7 | -2.1 | 3 | 4 | -19 | 10 | -3
CCOC(=O)c1ccc2c(c1)nc(COc1ccc3ccccc3c1)n2CC | -3 | 4 | -1.1 | 4 | 14 | -21 | 16 | -4
CN(Cc1cccnc1)C(=O)c1ccc2nc(Cc3ccccc3F)oc2c1 | -3 | 4 | 13 | 1 | -3 | 1 | 4 | 3
CCCCNC(=S)N(CCO)Cc1cc2cc3c(cc2[nH]c1=O)OCCO3 | -1 | 1 | -0.1 | 1 | 10 | -5 | -294 | 5
Cc1ccc(S(=O)(=O)Nc2c(C)n(C)n(-c3ccccc3)c2=O)cc1C(=O)OC(C)C(=O)c1ccccc1 (centres undefined) | -1 | -4 | -1.9 | nt | -15 | nt | 8 | 2
COC(=O)c1ccccc1NC(=O)N1c2ccccc2Sc2ccccc21 | 7 | -5 | 3.3 | 1 | -1 | 12 | 8 | -3
CCOC(=O)c1c(C)[nH]c(C)c1S(=O)(=O)NC(C)Cc1ccco1 (centres undefined) | 1 | -6 | 0.8 | 0 | -8 | -3 | -3 | 0
CCOC(=O)N1CCN(C(=O)Cn2ccc3ccccc3c2=O)CC1 | 1 | -6 | -2.2 | -2 | 7 | -2 | -20 | -5
Cc1ccccc1C(=O)NC1CCN(C(=O)NC2CCCCC2)CC1 | -1 | -4 | -0.5 | 4 | 9 | -6 | -2 | 3
O=C(CN1C(=O)c2ccccc2C1=O)N1CCN(C(=O)c2ccco2)CC1 | 2 | -2 | -2.7 | 3 | -8 | 2 | 10 | 0
COc1cccc(N2C(=O)CN(Cc3ccccc3)C2=S)c1 | -1 | 26 | 0.3 | 4 | -9 | 4 | 14 | 3
CCCCCC(=O)c1c(C)[nH]c(C(=O)OCC)c1C | -1 | 2 | 0.5 | 8 | -2 | -4 | 9 | 2
COc1cc(/C=C2/NC(=O)NC2=O)cc(Br)c1OCc1ccc(C(=O)O)cc1 | 0 | 3 | -0.8 | 2 | -34 | -26 | -163 | 20
O=C(O)c1ccccc1C(=O)NNc1cccc(Cl)n1 | -2 | -9 | 1.3 | 1 | 0 | -3 | 3 | -13
O=C(Nc1ccc2c(c1)OCCO2)c1ccc(Cl)c(Cl)c1 | -1 | -2 | 0.1 | 67* | 46 | 77* | 16 | 2
C/C(=C\c1ccccc1)C(=O)c1c(C)cc(C)[nH]c1=O | -2 | -8 | 0.0 | -9 | 2 | 0 | 8 | -9
Cc1cccc(CNc2ncnc3ccc(-c4ccc5c(c4)OCO5)cc23)c1 | -3 | 34 | 0.9 | -3 | 3 | 2 | -454 | -5
CC1CCN(C(=O)Cn2cnc3c(cnn3C(C)(C)C)c2=O)CC1 | -1 | 3 | 1.3 | 10 | -10 | 9 | 19 | -2
COCCn1c(=O)[nH]c2cc(C(=O)N3CCN(c4cccc(C(F)(F)F)c4)CC3)ccc2c1=O | 1 | -12 | 1.4 | 0 | 5 | 2 | 5 | -4
Cc1ccc(S(=O)(=O)Oc2ccccc2N2C(=O)C3C4CCC(C4)C3C2=O)cc1 (centres undefined) | -1 | -6 | -2.4 | -2 | 14 | -22 | 10 | -5
Cc1cc(C(=O)Nc2sc3c(c2C#N)CCC3)no1 | -1 | 9 | -2.5 | 1 | -5 | 19 | 8 | -3
O=C(NN1CC(C(=O)OCc2ccc(Br)cc2)CC1=O)c1ccccc1 (centres undefined) | -1 | 2 | -2.8 | -1 | -10 | -6 | 5 | 4
O=C(Nc1ccc(NC(=O)c2ccco2)cc1)c1ccc2c(c1)OCCO2 | 10* | 7 | 3.3 | -3 | -4 | 11 | 7 | 11
Cc1ccc(N(CC(=O)NCc2ccco2)C(=O)CNS(=O)(=O)c2ccc(F)cc2)c(C)c1 | 0 | -7 | -1.3 | -9 | -4 | 0 | 11 | -6
Cc1ccc(C(=O)Nc2ccccc2C(=O)NCc2ccco2)cc1S(=O)(=O)N1CCCCC1 | 6 | -20 | 12 | 6 | 8 | 5 | 14 | 7
CCOC(=O)Cn1c(N2CCOCC2)nc2c1c(=O)[nH]c(=O)n2C | 1 | -5 | -0.6 | 4 | -1 | -9 | 17 | -7

Reprinted at random: two records from the list.
SMILES | NR3A LBD binder | ATG4B inh | MPTP block | SENP7 inh | PfGluPho inh | SENP6 inh | SENP8 block | HKDC1 inh
CC1CCN(C(=O)Cn2cnc3c(cnn3C(C)(C)C)c2=O)CC1 | -1 | 3 | 1.3 | 10 | -10 | 9 | 19 | -2
Cc1cc(C(=O)Nc2sc3c(c2C#N)CCC3)no1 | -1 | 9 | -2.5 | 1 | -5 | 19 | 8 | -3

Remaining list, next part.
SMILES | NR3A LBD binder | ATG4B inh | MPTP block | SENP7 inh | PfGluPho inh | SENP6 inh | SENP8 block | HKDC1 inh
Oc1ccc2ccc3[nH]cnc3c2c1 | -11 | -4 | 0.0 | -8 | 7 | -8 | 6 | 8
Cc1cc(OCC(=O)N(C)Cc2ccccc2)ccc1Br | 0 | 1 | 0.1 | -3 | 12 | -17 | 18 | 0
Cc1ccc(-n2c(SCc3ccc(C(=O)O)cc3)nnc2-c2ccncc2)cc1 | -3 | -2 | 0.9 | -4 | -18 | -29 | 21 | -3
CCOC(=O)C1=C(COC(=O)c2nc(Cl)ccc2Cl)NC(=O)NC1C (centres undefined) | 1 | -3 | -1.5 | -3 | 2 | -7 | 7 | -2
COC1=C/C(=C/c2c(N)n3nc(CC(=O)N4CCCC4)sc3nc2=O)C=CC1=O | -1 | 15 | -2.1 | 6 | -6 | 11 | -39 | 0
CCOC(=O)c1ccc(NC(=S)N(CCCN2CCCC2)Cc2ccco2)cc1 | -2 | -8 | -1.5 | 1 | 10 | -4 | 13 | -4
CCc1ccc(C2=C/C(=C/c3cccnc3)C(=O)O2)cc1 | 1 | 2 | -0.8 | -5 | -18 | -22 | -236 | -18
Cc1cccc(N2CN=C3SCC(=O)N3C2)c1 | -2 | -2 | 2.9 | -12 | 4 | -13 | 8 | -2
CS(=O)c1ccccc1-c1nc(-c2ccc([N+](=O)[O-])cc2)no1 (centres undefined) | 0 | 2 | 1.2 | nt | -1 | nt | 16 | 0
CCS(=O)(=O)c1ccc(O)c(NC(=O)Nc2ccc(C(C)(C)C)cc2)c1 | 6 | -9 | 12 | 2 | 9 | 4 | 6 | 1
COc1ccc(N2CC(C(=O)N[C@@H](C)C(=O)NC3CCCCC3)CC2=O)cc1 (some centres undefined) | 1 | -8 | -0.9 | 1 | 3 | -7 | 4 | -2
COc1ccccc1N(CC(=O)NC(C)(C)C)C(=O)Cn1nnc(-c2ccc(C)o2)n1 | 0 | -6 | -1.2 | 1 | 2 | -14 | 8 | -2

Some values from the entries so far.
Cc1cccc(N2CN=C3SCC(=O)N3C2)c1 in SENP6 inh is listed with -13
CCS(=O)(=O)c1ccc(O)c(NC(=O)Nc2ccc(C(C)(C)C)cc2)c1 in PfGluPho inh is listed with 9
CS(=O)c1ccccc1-c1nc(-c2ccc([N+](=O)[O-])cc2)no1 (centres undefined) in ATG4B inh is listed with 2
CCc1ccc(C2=C/C(=C/c3cccnc3)C(=O)O2)cc1 in HKDC1 inh is listed with -18
COC1=C/C(=C/c2c(N)n3nc(CC(=O)N4CCCC4)sc3nc2=O)C=CC1=O in HKDC1 inh is listed with 0

Next part:
SMILES | NR3A LBD binder | ATG4B inh | MPTP block | SENP7 inh | PfGluPho inh | SENP6 inh | SENP8 block | HKDC1 inh
CSCCC(NC(=O)c1ccoc1C)C(=O)O (centres undefined) | -1 | -3 | 0.3 | 0 | -5 | -6 | 3 | -15
CC1(C)CC(=O)c2cc(OCC(=O)O)ccc2O1 | 1 | 1 | -2.4 | -6 | 2 | 1 | -354 | -7
Nc1ccc2nc(CCCCCCCCc3nc4ccc(N)cc4[nH]3)[nH]c2c1 | 0 | 0 | -0.9 | -1 | 12 | 5 | 7 | 13
O=S(=O)(NC1CCCCCCC1)c1cccs1 | 0 | -6 | -0.6 | 2 | 8 | 7 | 0 | 4
CC1(C)CC(=O)C(/C=N/n2cnc3ccccc3c2=O)=C(O)C1 | -2 | -1 | 0.0 | 11 | -5 | 5 | 24 | -9
CCOC(=O)C1=C(N)OC2=C(C(=O)CC(C)(C)C2)C1c1cccs1 (centres undefined) | 0 | 0 | -1.8 | 5 | -13 | 7 | 15 | -1
CC(C(=O)O)c1cccc(Oc2ccccc2)c1 (centres undefined) | -4 | -3 | -1.7 | nt | -7 | nt | 10 | -2
COc1ccccc1OCc1ccc(C(=O)NCC(C)C)o1 | 0 | 9 | 0.4 | -10 | -3 | -12 | 4 | -3
COc1cccc(-c2nnn(CC(=O)Nc3ccc(C)cc3C)n2)c1OC | 1 | 0 | 2.3 | -3 | -6 | 3 | 18 | -8
NS(=O)(=O)c1cccc2c1c([N+](=O)[O-])cc1nc(O)c(O)nc12 | -2 | 4 | -2.0 | 7 | 14 | -4 | -10 | 2
CCCCCC(=O)Nc1ccc(C(=O)CN2C(=O)NC3(CCCCCC3)C2=O)cc1 | 1 | -7 | 0.0 | -9 | -3 | -23 | 15 | 2
COc1cc(C(=O)COC(=O)C2CCN(c3ccc(C(F)(F)F)cn3)CC2)ccc1OC(F)F | 11* | -4 | -0.7 | -3 | 20 | 3 | -7 | 0
CCc1c(C)c2c(C)[nH]nc2oc1=O | -1 | -6 | -8.5 | -5 | -6 | -25 | 7 | -5
CCC(CC)C(=O)NCc1ccc2c(c1)cc(C)n2C | -2 | -4 | 3.1 | 5 | -14 | 4 | -46 | 8
COc1cc(C2NC(=O)NC(O)(C(F)(F)F)C2C(C)=O)cc(OC)c1OC (centres undefined) | -9 | -4 | 0.8 | 1 | -20 | -10 | 17 | 0
O=C(Nc1ccc(F)cc1)Nc1ccc(N2CCCC2)c(S(=O)(=O)Nc2ccccc2Cl)c1 | 34* | 35 | 100* | 6 | 4 | 5 | -190 | -2
CN(C(=O)Nc1ccccc1)n1cnc2ccccc2c1=O | 1 | -1 | -1.2 | -1 | -1 | -9 | 7 | -8
